MEKK2mut PB1 HTS – signal of MEK5 binding to mutant human MEKK2 PB1 domain. bead flow cytometry, Alexa488-MEK5 binding to MEKK2 mutant. percent response, % at 10 µM. 290,000 compounds, 0.35% hits. AID 1530; in the data active = percent response above about 24%, passing the limit was not always enough; note: inactives centre near 1; some results filed as inactive read as strong as hits; reference of the scale not given here
MEKK3 PB1 HTS – MEKK3-MEK5 PB1 interaction, increase or decrease. Q99759. bead-based flow cytometry, Alexa488-MEK5 binding to MEKK3; actives lie on both sides; 0 = blocked by unlabeled MEK5, 100 = vehicle. binding response (% of control), % at 10 µM. 290,000 compounds, 1.4% hits;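 active = binding response more than 3 SD above or below the average of its plate-row segment, actives on both sides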;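 note: Alexa488 bead fluorescence after subtracting the streptavidin-only scavenger bead signal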
Target sequence (Q99759 whole entry, looked up): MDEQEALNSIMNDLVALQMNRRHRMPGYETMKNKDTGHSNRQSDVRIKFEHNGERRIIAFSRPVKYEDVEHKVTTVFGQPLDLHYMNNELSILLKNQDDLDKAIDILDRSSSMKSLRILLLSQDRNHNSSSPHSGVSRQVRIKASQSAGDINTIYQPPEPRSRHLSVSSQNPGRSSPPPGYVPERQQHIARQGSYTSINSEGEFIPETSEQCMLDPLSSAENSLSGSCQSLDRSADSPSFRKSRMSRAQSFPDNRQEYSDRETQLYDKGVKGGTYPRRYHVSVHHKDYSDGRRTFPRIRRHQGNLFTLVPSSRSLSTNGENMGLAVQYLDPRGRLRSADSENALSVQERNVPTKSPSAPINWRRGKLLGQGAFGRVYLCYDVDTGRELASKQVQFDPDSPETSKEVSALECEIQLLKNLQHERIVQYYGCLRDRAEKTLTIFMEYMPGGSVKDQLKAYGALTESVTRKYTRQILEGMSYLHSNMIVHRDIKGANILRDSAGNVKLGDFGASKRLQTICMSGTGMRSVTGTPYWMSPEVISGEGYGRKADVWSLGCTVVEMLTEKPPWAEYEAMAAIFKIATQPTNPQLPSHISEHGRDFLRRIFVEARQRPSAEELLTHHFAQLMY
MEKK2wt PB1 HTS – raises or lowers MEK5 binding to wildtype human MEKK2 PB1 domain. Q9Y2U5. AID 1531. 290,000 compounds, 1.1% hits. bead flow cytometry, Alexa488-MEK5 binding to MEKK2 WT; actives lie on both sides. binding response (% of control), % at 10 µM; in the data active = binding response below about 67% or above about 130%
p-CIP stab down – p/CIP protein destabilization; Q05BA5; F442A p/CIP-EGFP cells, EGFP fluorescence, 16 h; decrease of EGFP signal, % at 10 µM; 290,000 compounds, 0.01% hits; AID 1984;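 active = EGFP signal decrease of at least 30% at 10 µM or well 3 SD below plate mean, unless failing retest; inactive = the rest, including hits failing retest or dose response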; note: some compounds called inactive have numbers as strong as hits; many of its hits are not listed in these tables
NALP1 inh – inhibitors of NALP1 inflammasome in yeast; S. cerevisiae NALP1/ASC/caspase-1 growth, X-gal OD620, 72 h; inhibition, % at 10 µM; 280,000 compounds, 0.61% hits; in the data active = inhibition mostly above about 24%, no sharp cut-off; inactive = mostly below about 32%; note: some compounds called inactive have numbers as strong as hits
SUMO HTRF inh – SUMOylation inhibition; HTRF SUMOylation assay, SAE1/SAE2 + UBC9, in vitro; AID 2006; 290,000 compounds, 0.36% hits; inhibition, % at 35 µM; P63279; in the data active = inhibition above about 50%, passing the limit was not always enough; note: strong numbers were not always called active
Target sequence (P63279 whole entry, looked up): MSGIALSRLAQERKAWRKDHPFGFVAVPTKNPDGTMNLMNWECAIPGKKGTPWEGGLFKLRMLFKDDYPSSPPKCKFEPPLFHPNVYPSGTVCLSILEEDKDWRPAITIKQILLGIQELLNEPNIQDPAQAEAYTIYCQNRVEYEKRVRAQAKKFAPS
M18AAP inhibitor – PfM18AAP enzyme inhibition; recombinant PfM18AAP, H-Glu-NHMec fluorogenic cleavage; inhibition, % at 7.35 µM; 290,000 compounds, 1.2% hits; AID 1822;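 active = inhibition above the campaign mean inhibition over all tested compounds plus 3 SD, cut at about 28% in these data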;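 note: 0% = plate median of test compound wells and 100% = 2 mM ZnCl2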
IDE cell activ – boosts human insulin-degrading enzyme activity in HEK cells. P14735. AID 493087. 340,000 compounds, 0.073% hits. FAbeta-B cleavage, fluorescence polarization; 0% vehicle, 100% cell-free pure enzyme wells. activation, % at 5.96 µM;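 active = activation above the mean of all tested compounds plus 3 SD, set per screening campaign, cut at about 17% in these data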
IDE cell inh – cellular human IDE inhibition | inhibition, % at 5.59 µM | 320,000 compounds, 0.41% hits | HEK cells, FAbetaB cleavage, fluorescence polarization | P14735 | AID 434962;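 active = percent inhibition above the average of all tested compounds plus 3 SD, set per screening campaign, cut at about 16% in these data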;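 note: IDE supplied by intact live HEK cells; FP after avidin binding of uncleaved biotin substrate so inhibition keeps polarization high; 0% = DMSO wells and 100% = 60 µM reference IDE inhibitor Ii1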
* marks the source's active call; other numbers are inactive results; / = no result given; [ ] = dose if it differs, or a comment. Only part of the results is shown; rates above refer to the full screens.

cpd	canonical_smiles	MEKK2mut PB1 HTS	MEKK3 PB1 HTS	MEKK2wt PB1 HTS	p-CIP stab down	NALP1 inh	SUMO HTRF inh	M18AAP inhibitor	IDE cell activ	IDE cell inh
1	CC(NS(=O)(=O)c1ccc(Cl)c(Cl)c1)C(=O)OCC(=O)Nc1ccc2c(c1)OCO2 (stereo not given)	3	117	108	1	18	7	-12	1	7
2	CN(CCCNC(=O)CSc1cc(=O)n(C)c2cc(Cl)ccc12)Cc1ccccc1	-1	87	98	-4	11	8	-13	3	1
3	CCN(CC)C(=O)Cn1nnc(-c2ccc(C)o2)n1	-2	95	95	-10	18	0	0	-2	-2
4	O=c1cc(Nc2ccc3c(c2)OCO3)[nH]c(=O)n1-c1ccc(Br)cc1	0	91	89	3	1	11	-4	2	-3
5	S=c1nc[nH]c2c1cnn2Cc1ccccc1	-2	97	97	-8	5	14	4	-2	/
6	CC(=O)ON1C(C)(C)CC(OC(=O)c2ccccc2)CC1(C)C	1	104	102	-14	15	13	-9	1	4
7	O=C(NCC1CCCO1)c1cc(-c2ccccc2)nc2ccc(Br)cc12 (stereo not given)	6	101	102	-9	16	-2	-12	3	2
8	CCN(CC)c1ccc(C=NCCc2ccc(S(N)(=O)=O)cc2)cc1	-1	89	97	-16	11	16	-9	7	2
9	Cn1nnnc1SCc1nc2scc(-c3ccccc3)c2c(=O)[nH]1	4	98	99	-6	14	18	1	-1	3
10	CCS(=O)(=O)NCCCCc1ccccc1	1	101	103	-5	-6	5	0	0	-1
11	O=C(COC(=O)C1CCN(C(=O)c2ccc(Cl)cc2)CC1)c1ccco1	3	101	101	-4	-8	13	6	-3	7
12	CS(=O)(=O)N1CCC(C(=O)NCc2ccc(Cl)cc2)CC1	-4	100	100	-4	/	-18	4	-5	7
13	CCCC(=O)C1=C(O)C(C(=O)OC)C(C)(C)CC1=Nc1cccc([N+](=O)[O-])c1 (stereo not given)	6	103	106	-18	-6	10	-6	5	-2
14	CSc1nnnn1-c1ccc(Cl)cc1	-2	97	93	0	-16	-9	-11	0	0
15	O=C(CN1CCCCC1)NC(=O)NC1CCCC1	-1	117	104	-22	2	0	-6	7	-2
16	Cc1ccc(N/N=C/c2ccncc2)cc1	12	105	109	-2	13	7	7	3	7
17	O=C(NCc1ccc2c(c1)OCO2)C1CCCN1S(=O)(=O)c1ccc(Cl)cc1 (stereo not given)	-9	93	85	-12	9	9	-12	8	-1
18	Cc1cccc(-n2c(SCC(=O)O)nc3sc4c(c3c2=O)CCCC4)c1	3	102	101	-3	-8	0	1	2	5
19	CSc1ncccc1C(=O)N1CCCC(N2CCN(c3ccccc3F)CC2)C1 (stereo not given)	6	101	102	-14	26	6	-8	-1	-1
20	COC(=O)c1sc(S(=O)(=O)NCc2cccs2)c(C(=O)OC)c1C	4	103	104	-11	30	-18	0	-1	7
21	CCCC(C)C(=O)NCc1ccc2c(c1)OCO2 (stereo not given)	8	105	102	-1	3	-2	-2	1	-1
22	CNC(=S)Nc1ccc(OCc2ccccc2)cc1	6	100	98	-17	-5	25	6	-2	0
23	COc1ccc(NC(C)=O)c(C)c1	7	106	104	5	3	13	2	5	-2
24	NC(=O)c1ccc(-n2nnnc2Oc2ccccc2C(=O)N2CCOCC2)cc1	2	100	98	-3	12	-2	4	4	-3
25	COC(=O)c1cccc(NC(=O)CSc2nnc(COc3cccc(C)c3)n2C)c1	-6	87	88	-10	6	2	5	2	-5
26	CCOC(=O)CSc1cccc2cccnc12	2	101	101	-9	-17	7	13	1	6
27	COc1ccc(-c2noc(CSc3nc4sc(C)c(C)c4c(=O)n3-c3ccccc3)n2)cc1	1	100	96	-12	21	-5	-4	-1	-5
28	Nc1nonc1C(=O)OCC(=O)c1ccc(Cl)cc1	-1	102	98	-4	11	0	-7	4	-1
29	COc1ccc(S(=O)(=O)N/N=C(/C)c2ccncc2)cc1	8	104	102	-5	-20	4	7	2	-2
30	CC1CC(C)CN(C(=S)NC2CCCCC2)C1 (stereo not given)	-1	96	97	1	15	-2	0	8	-3
31	COCCn1cnc2c1c(=O)[nH]c(=O)n2Cc1ccccc1	4	106	106	-6	11	-10	-13	-2	-1
32	COc1ccc(OC)c(NC(=O)c2cnc3n(c2=O)CCS3)c1	0	106	104	-7	-4	20	-7	4	2
33	Clc1ccc(-c2cnc3n2CCC3)cc1	2	97	101	-10	7	9	9	-3	-2
34	O=S(=O)(c1ccccc1C(F)(F)F)N1CCN(S(=O)(=O)c2ccccc2C(F)(F)F)CC1	7	106	103	-7	2	14	-1	-5	-2
35	CC1(C)CC(=O)C=C(Nc2ccc(Cl)c(Br)c2)C1	7	108	112	-3	-21	11	4	-9	12
36	O=C(CSCc1ccc(Cl)cc1)Nc1nccs1	-10	78	80	-13	-6	-21	-1	7	-3
37	Cc1cc(C)c(C)c(OCC(=O)N2CCCCCC2)c1	-1	93	96	-8	12	5	-8	8	3
38	N=C1/C(=C\c2coc3ccccc3c2=O)C(=O)N=C2SC(c3ccncc3)=NN12	-10	70*[inhibitor]	67	-23	/	26	0	-35	42*
39	COc1ccccc1OCCSc1nc(N)cc(N)n1	-11	100	90	6	6	-19	0	6	0
40	Cc1cc(NC(=O)CSc2nnc(COc3ccccc3)n2Cc2ccco2)no1	0	96	95	-10	6	22	-10	-1	3
41	Cc1ccc(-c2[nH]nc3c2C(C)C(C#N)=C(N)O3)cc1 (stereo not given)	1	93	105	-15	30	-26	6	2	3
42	CC[C@]1(O)CC2CN(CCc3c([nH]c4ccccc34)[C@@](C(=O)OC)(c3cc4c(cc3OC)N(C=O)[C@H]3[C@@](O)(C(=O)OC)[C@H](OC(C)=O)[C@]5(CC)C=CCN6CC[C@]43[C@@H]65)C2)C1 (stereo not given in full)	6	92	119	-19	-4	-7	/	6	0
43	CCOC(=O)/C(=C/c1ccc(N2CCC(c3ccccc3)=N2)cc1)C(C)=O	-2	95	93	-6	42	17	2	-18	/
44	N#Cc1ccc(OCC(O)CN2CCN(C(c3ccccc3)c3ccccc3)CC2)cc1 (stereo not given)	13	99	111	-19	25	-12	-8	3	0
45	COc1ccc(C(=O)Nc2cc(C)cc(C)c2)cc1S(=O)(=O)N1CCOCC1	4	102	105	-16	2	-11	1	-5	2
46	CCc1nc(N2CCN(C(=O)c3ccccc3)CC2)c2c3c(sc2n1)CCCC3	-1	100	100	-10	11	4	3	-1	3
47	CCn1c(SCC(=O)c2ccccc2)nc2sc3c(c2c1=O)CCN(C)C3	29	130*	124	-2	3	12	5	8	-1
48	CCc1ccccc1NC(=S)N(CCN1CCCCCC1)Cc1ccco1	-1	101	107	8	11	-12	-4	1	1
49	Cc1ccc(S(=O)(=O)N/N=C2\C(=O)C3(C)CCC2C3(C)C)cc1 (stereo not given)	-1	107	107	0	-6	7	-5	7	4
50	Cc1ccc(NC(=O)CSc2nnc(-c3cc(C)on3)o2)cc1	0	103	102	-4	10	0	-1	4	3

Part of the list above with just MEKK2wt PB1 HTS:
No.	SMILES	MEKK2wt PB1 HTS
47	CCn1c(SCC(=O)c2ccccc2)nc2sc3c(c2c1=O)CCN(C)C3	124
48	CCc1ccccc1NC(=S)N(CCN1CCCCCC1)Cc1ccco1	107

(list continues)
cpd	canonical_smiles	MEKK2mut PB1 HTS	MEKK3 PB1 HTS	MEKK2wt PB1 HTS	p-CIP stab down	NALP1 inh	SUMO HTRF inh	M18AAP inhibitor	IDE cell activ	IDE cell inh
51	Cc1cccc(/C=C/C(=O)c2cc(Br)ccc(=O)c2O)c1	-6	97	91	-11	20	18	49*	0	1
52	CC(=O)NC1C(Oc2ccccc2C)OC2COC(c3ccco3)OC2C1O (stereo not given)	3	94	92	-12	31	-2	1	-3	1
53	COCCn1c(CCC(=O)O)nc2c1c(=O)[nH]c(=O)n2CC(C)C	1	105	106	-2	0	12	5	5	2
54	NS(=O)(=O)c1ccc(CCNc2nc3c(-c4cccc(F)c4)nnn3c3ccccc23)cc1	-2	100	101	12	19	8	2	-3	2
55	Cn1nc(C(C)(C)C)cc1C(=O)NCc1cc(F)cc2c1OCOC2	-14	89	91	-20	17	12	-1	-1	0
56	Cc1ccc(Cl)c(OCC(=O)Nc2cc(S(=O)(=O)N3CCOCC3)ccc2N2CCCC2)c1	3	97	101	-62	20	1	0	4	-2
57	COc1cccc(/C=C2\Oc3cc(OCC(=O)N4CCCC4)ccc3C2=O)c1OC	0	104	103	7	2	/	14	2	3
58	CCOC(=O)Cc1csc(NC(=O)Cc2cccs2)n1	4	101	98	7	6	8	4	7	-3
59	CSCCC(NS(=O)(=O)c1ccc(Cl)cc1)C(=O)OCC(=O)N(C(C)C)C(C)C (stereo not given)	-1	100	100	1	35*	2	-2	5	-5
60	O=C(CCS(=O)(=O)c1ccccc1)Nc1nc(-c2cccs2)cs1	4	113	99	-4	20	-3	0	-4	1
61	CCOc1ccc(Br)cc1C(=O)N/N=C/c1ccc([N+](=O)[O-])cc1	-2	102	101	6	6	29	1	-1	4
62	Cn1c(N)c(C#N)c2c(c1=S)CSC(C)(C)C2	1	102	102	-10	7	48	11	-2	4

In another format: results already given.
Order of values: MEKK2mut PB1 HTS	MEKK3 PB1 HTS	MEKK2wt PB1 HTS	p-CIP stab down	NALP1 inh	SUMO HTRF inh	M18AAP inhibitor	IDE cell activ	IDE cell inh
[48] CCc1ccccc1NC(=S)N(CCN1CCCCCC1)Cc1ccco1
  -1	101	107	8	11	-12	-4	1	1
[49] Cc1ccc(S(=O)(=O)N/N=C2\C(=O)C3(C)CCC2C3(C)C)cc1 (stereo not given)
  -1	107	107	0	-6	7	-5	7	4
[50] Cc1ccc(NC(=O)CSc2nnc(-c3cc(C)on3)o2)cc1
  0	103	102	-4	10	0	-1	4	3
[51] Cc1cccc(/C=C/C(=O)c2cc(Br)ccc(=O)c2O)c1
  -6	97	91	-11	20	18	49*	0	1
[52] CC(=O)NC1C(Oc2ccccc2C)OC2COC(c3ccco3)OC2C1O (stereo not given)
  3	94	92	-12	31	-2	1	-3	1
[53] COCCn1c(CCC(=O)O)nc2c1c(=O)[nH]c(=O)n2CC(C)C
  1	105	106	-2	0	12	5	5	2
[54] NS(=O)(=O)c1ccc(CCNc2nc3c(-c4cccc(F)c4)nnn3c3ccccc23)cc1
  -2	100	101	12	19	8	2	-3	2
[55] Cn1nc(C(C)(C)C)cc1C(=O)NCc1cc(F)cc2c1OCOC2
  -14	89	91	-20	17	12	-1	-1	0
[56] Cc1ccc(Cl)c(OCC(=O)Nc2cc(S(=O)(=O)N3CCOCC3)ccc2N2CCCC2)c1
  3	97	101	-62	20	1	0	4	-2
[57] COc1cccc(/C=C2\Oc3cc(OCC(=O)N4CCCC4)ccc3C2=O)c1OC
  0	104	103	7	2	/	14	2	3
[58] CCOC(=O)Cc1csc(NC(=O)Cc2cccs2)n1
  4	101	98	7	6	8	4	7	-3
[59] CSCCC(NS(=O)(=O)c1ccc(Cl)cc1)C(=O)OCC(=O)N(C(C)C)C(C)C (stereo not given)
  -1	100	100	1	35*	2	-2	5	-5

Screening results as filed in PubChem.
